p53ts 39C kill: qHTS Screen for Compounds that Selectively Target Cancer Cells with p53 Mutations: Cytotoxicity of p53ts Cells at the Nonpermissive Temperature; H1299-p53A138V viability at 39C, ATP luminescence, 24 h; actives 1.5% (n = 130,000); AID 902, 2007; Potency, µM (highest dose often 46.1 µM), without a hit: top-dose activity change, negative = cell killing, actives largely listed as cytotoxic; also: nearly all actives have a fitted effect of over 55% in size
Peg3 imprint: qHTS Assay for Compounds that Induce Erasure of Genomic Imprints | mouse ES Peg3-LacZ reporter, beta-gal luminescence, 40 h | Potency, µM (titrated, usually from 60.7 µM), for the others: top-dose activity change, positive = activation, hits mostly activators | actives 0.02% (n = 110,000) | AID 1948, 2009;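 also: 0% = negative control wells on the plate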
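Readout: BetaGlo luminescence (5 min, room temp) for LacZ from the normally silent maternal Peg3 allele in female Peg3LacZ-Neo ES cells. Cells 300/well, 40 h, 37C, 5% CO2. Data normalized per plate to negative controls.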
IkB signaling: IkB Signaling. ABC-DLBCL IkBa-CBG/CBR dual luciferase ratio, 4 h; response scale: scaled: untreated 0%, proteasome inhibitor 100%. Potency, µM (doses to about 57.1 µM), for the others: at the highest dose IkBa stabilization activation. actives 0.04% (n = 110,000); active = well fitted curve in the direction sought with a large enough effect in the signal ratio, not every such curve was filed as active; inconclusive = small, poorly fitted or top-dose-only effect, or a change in a side signal; the % refers to the signal ratio;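 also: the direction sought is a rising ratio; 0% = basal untreated cells and 100% = reference inhibitor full response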
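Luminescence ratio of IκBα-fused green versus native red beetle luciferase in OCI-Ly3 cells, 4 h post-doxycycline with compound; red signal alone, scaled from basal (0%) to zero light (-100%), flagged nonspecific or cytotoxic effects.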
p53ts 32C kill: qHTS Screen for Compounds that Selectively Target Cancer Cells with p53 Mutations: Cytotoxicity of p53ts Cells at the Permissive Temperature. Potency, µM (series often up to 46.1 µM), for inactives: at the highest dose activity change, negative = cytotoxicity, actives largely listed as cytotoxic. actives 0.93% (n = 130,000). AID 924, 2007. H1299-p53A138V at 32C, ATP luminescence viability, 24 h;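 also: 0% = DMSO and -100% = full killing by reference compound; nearly all actives have a fitted effect of over 55% in size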
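Cells: H1299 p53ts (A138V), 600/well, pre-incubated 16–30 h at 37C. Cpd up to 46 uM, 24 h, 32C. Readout: ATPlite luminescence, 20 min RT. Normalization: DMSO vs tamoxifen 100 uM. AC50 by Hill equation.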
* hit, by the source's call; ? = inconclusive; . = not tested or not shown; & = joins results of further samples; [ ] = remark or other dose. Unless noted, calls follow the shape of the dose curve; as a rule, active = well fitted curve in the direction sought with a large enough effect; inconclusive = small, poorly fitted or top-dose-only effect, or another doubt; inactive = no such curve, though single readings can be large; an effect the other way counts as inactive or inconclusive. Unless noted, % is scaled to controls: 0 for no effect and ±100 for the full control effect; potency is read from the fitted curve at half-maximal effect. Not a hit list (roughly 1.7% active in at least one column).

SMILES | p53ts 39C kill | Peg3 imprint | IkB signaling | p53ts 32C kill
Cc1cccc(-n2nnc(-c3nc(-c4cccs4)no3)c2N)c1C | 20% | -12%[10.9 µM] | 0.4% | 3%
COc1cc(NS(=O)(=O)c2ccc(NC(=O)C(C)Oc3ccc(Cl)cc3Cl)cc2)nc(OC)n1 (configuration not stated) | 7% | -5%[10.9 µM] | ? | 12%
c1cc(-c2noc(CC3CCCCC3)n2)ccn1 | 5% | 0% | -2.3% | -8%
COCCCNC(=O)c1cccc(OC)c1OC | 6% | -4% | -0.8% | -7%
O=C(CCCCCn1c(=O)[nH]c2ccccc2c1=O)NCc1cccc(Cl)c1 | -5% | 13%[10.9 µM] | -0.2% | 3%
Cc1ccc(NC(=O)CCS(=O)(=O)c2cccc3nonc23)c(C)c1 | -15% | -7%[10.9 µM] | -0.6% | -5%
COc1ccc(-c2cn3c(C)c(C(=O)NCCN4CCOCC4)sc3n2)cc1 | 13% | -9% | ? | -4%
CCOc1ccc(C(c2c(O)cc(C)n(CCOC)c2=O)N2CCN(c3ccc(F)cc3)CC2)cc1 (configuration not stated) | -15% | -8%[10.9 µM] | 0.0% | -4%
CN(C)Cc1cc(C(C)(C)C)cc(CNC2CCCCC2)c1O | -8%[9.22 µM] | 5%[10.9 µM] | 1.0%[11.4 µM] | -3%[9.22 µM]
CCOc1cc2c(cc1OCC)C(CC(=O)O)N(C(=O)Nc1ccccc1C(F)(F)F)CC2 (configuration not stated) | -3% | -11%[10.9 µM] | -0.4% | 11%
CCOC(=O)Cn1c(=O)n(C2CCCCC2)c2nc(-c3ccc(CC)cc3)nc(C(N)=O)c21 | -5% | 2%[10.9 µM] | -1.4% | 0%
CCOc1ccc(C2CC(c3ccc(CC)cc3)Nc3nc(N)nn32)cc1 (configuration not stated) | -7% | 4% | -0.1% | 5%
CC1CCN(S(=O)(=O)c2ccc3c(c2)N(CC(=O)NC(C)C)C(=O)CS3)CC1 | -2% | -8%[10.9 µM] | 1.3% | 4%
O=C(CCc1nc2ccccc2c(=O)[nH]1)NC1CCN(Cc2ccccc2)CC1 | -3% | -7% | 0.3% | -8%
O=C(c1cc(C(F)(F)F)cc(C(F)(F)F)c1)N1CCC2(CCCN(c3ncccn3)C2)CC1 | 1% | . | 3.8%[11.4 µM] | 6%
CCOC(=O)c1c(NC(=O)c2cc(C3CC3)on2)sc(C(C)=O)c1C | -1% | -7% | -0.7% | 1%
CC1CCN(S(=O)(=O)c2cc3c4c(c2)CC(=O)N4CCC3)CC1 | 13% | -6%[10.9 µM] | -1.7% | -2%
CC(=O)N1CCc2[nH]c3ccccc3c2C1 | -6% | . | 8.8% | -18%
Cc1sc2c(c1C)c(=O)n(-c1ccc(Cl)cc1)c(=O)n2CC(=O)c1ccccc1 | 10% | -11%[10.9 µM] | ? | 4%
O=C(CCC(=O)c1ccc(F)cc1)Nc1ccc(Cl)cc1 | 10% | -9%[10.9 µM] | -0.6% | -2%
O=C(NCc1ccccc1)C(c1cccnc1)N(Cc1ccco1)C(=O)c1ccccn1 (configuration not stated) | 3% | -5% | -0.9% | -6%
O=C(c1cnc2ccccn2c1=O)N1CCCc2ccccc21 | 4% | . | . | -4%
NC1=C2NC=N[C@@H]2N(C/C=C\c2ccccc2)C=N1 | 2%[9.22 µM] | -16%[10.9 µM] | 1.5%[11.4 µM] | 3%[9.22 µM]
COC(=O)C(NC(=O)CCc1c(C)nc2cc(-c3cccc(F)c3)nn2c1C)C(C)C (configuration not stated) | -13% | -14%[10.9 µM] | ? | -3%
CC(OC(=O)c1cccc(NS(C)(=O)=O)c1)C(=O)Nc1ccc(N2CCOCC2)cc1 (configuration not stated) | -3% | -10% | -0.5% | 1%

One compound at a time, from the list above. Order of values: p53ts 39C kill	Peg3 imprint	IkB signaling	p53ts 32C kill
Results for `O=C(CCCCCn1c(=O)[nH]c2ccccc2c1=O)NCc1cccc(Cl)c1` : -5%	13%[10.9 µM]	-0.2%	3%
Results for `Cc1sc2c(c1C)c(=O)n(-c1ccc(Cl)cc1)c(=O)n2CC(=O)c1ccccc1` : 10%	-11%[10.9 µM]	?	4%

New compounds follow.
SMILES | p53ts 39C kill | Peg3 imprint | IkB signaling | p53ts 32C kill
CCOc1ccc(NC(=O)C/C(N)=N/O)cc1 | 7% | 2% | -0.7% | -2%
CCCCN(Cc1cc2ccccc2[nH]c1=O)C(=O)c1cccc(Cl)c1 | -6% | -3%[10.9 µM] | ? | 4%
CC1CCCCN1CCNC(=O)c1ccc2c(=O)n(CCc3ccccc3)c(=O)[nH]c2c1 (configuration not stated) | -1% | -13% | 0.0% | -2%
CCCOn1c(OCC(C)C)nc2ccccc2c1=O | 8% | -13% | -2.3% | -6%
O=C(CSc1ncnc2nc[nH]c12)N1CCN(c2ccccc2)CC1 | 1% | -5% | 0.2% | -1%
Cc1c(-c2ccccc2)nc(N)c(C#N)c1-c1ccco1 | -19% | -2% | -0.6% | -14%
Cc1ccc(OCC(=O)O)c(-n2nc3ccccc3n2)c1 | -4% | 0% | -0.2% | -2%
Cc1ccc(-c2nnc3c4ccccc4c(C)nn23)cc1S(=O)(=O)N1CCN(CCO)CC1 | -10% | -16% | -0.9% | 1%
O=C1[C@H]2[C@H]3[C@H](O)[C@H](O)C/C(=N/OCc4ccccc4)[C@@H]3CC[C@@H]2C(=O)N1c1cccc(Oc2ccccc2)c1 | 7%[9.22 µM] | . | . | 0%[9.22 µM]
CCc1ccccc1N(CC(=O)N1CCN(c2ccccc2F)CC1)S(C)(=O)=O | 4% | -9% | 0.4% | 3%
CCOC(=O)C1CCCN(C(=O)CN(c2ccc(OC)cc2)S(=O)(=O)c2c(C)noc2C)C1 (configuration not stated) | 1% | -11% | -1.4% | -11%
Cn1c(=O)cc(OCC(=O)NCCCN2CCN(c3ccccc3F)CC2)c2ccccc21 | -10% | -19% | 2.3% | -4%
COc1ccc(C)cc1NC(=O)C(=O)NCC1(c2ccccc2)CCCC1 | 0% | -7%[10.9 µM] | ? | 7%
Cc1ccccc1-c1nc(Cc2ccccc2)no1 | -5% | 5% | -2.5% | -8%
COc1cccc2c1[C@@H]1CN(CCCCn3c(=O)[nH]c4c(sc5ncc(-c6ccccc6)nc54)c3=O)C[C@H]1CO2 | ? | . | -5.3% | ?
COc1ccc(C2CC(=O)c3cnc(N)nc3C2)c(OC)c1 (configuration not stated) | 1% | 17% | 4.6% | 5%
O=C(COC(=O)c1n[nH]c2ccccc12)NC(=O)NC1CCCCC1 | -16% | -5% | 8.1% | -12%
O=C1CC(N2CCC(c3nc4ccccc4o3)CC2)C(=O)N1c1ccc(Cl)c(C(F)(F)F)c1 (configuration not stated) | -5% | -6% | 3.1% | -4%
CCOC(=O)N1CCN(S(=O)(=O)c2ccc(F)c(C(=O)Nc3cc(C)cc(C)c3)c2)CC1 | -8% | -27% | ? | -7%
COc1ccc(-c2nc(CN3CCC(C(=O)NCc4ccc(F)cc4)CC3)c(C)o2)cc1OC | -12% | -19%[10.9 µM] | 0.2% | 5%
CCOC(=O)c1ccc(-n2c(=S)sc3c(=O)[nH]c(C)nc32)cc1 | -8% | -13% | -4.0% | 13%
O=C(CSc1nccn1-c1ccc(Cl)cc1)Nc1ccc2c(c1)OCO2 | -12% | -17% | ? | -6%
COC(=O)CSc1nnc(-c2cccnc2)n1-c1cc(OC)cc(OC)c1 | 1% | -8% | -1.7% | 2%
COc1ccc(-n2c(=O)c(-c3ccc(F)cc3)nc3cncnc32)cc1 | -2% | -1% | -3.0%[11.4 µM] | -15%
CC(=O)Nc1nonc1-c1nc2ccccc2n1Cc1ccccn1 | 10% | -16% | -1.7% | 30%[activator]

Entries from the list above containing an aryl thioether with sulfur outside any ring:
SMILES | p53ts 39C kill | Peg3 imprint | IkB signaling | p53ts 32C kill
O=C(CSc1ncnc2nc[nH]c12)N1CCN(c2ccccc2)CC1 | 1% | -5% | 0.2% | -1%
O=C(CSc1nccn1-c1ccc(Cl)cc1)Nc1ccc2c(c1)OCO2 | -12% | -17% | ? | -6%
COC(=O)CSc1nnc(-c2cccnc2)n1-c1cc(OC)cc(OC)c1 | 1% | -8% | -1.7% | 2%

Later entries:
SMILES | p53ts 39C kill | Peg3 imprint | IkB signaling | p53ts 32C kill
Cn1c(=O)c(=O)n(C)c2cc(N3CCCC3)c(NC(=O)c3ccccc3Cl)cc21 | 6% | -3%[10.9 µM] | -1.0% | 7%
CNC(=O)CN(C#N)c1nc(N(C)C)nc(N(C)C)n1 | 2% | 5% | -0.5% | 9%
CCc1ccc(NC(=O)CSC2=Nc3ccccc3C3=NC(CCC(=O)NCc4ccccc4)C(=O)N23)cc1 (configuration not stated) | 41%[activator] | 12%[10.9 µM] | ? | -14%
COc1ccc(-c2noc(-c3ccc(N4CCOCC4)c([N+](=O)[O-])c3)n2)cc1OC | -21% | -5%[10.9 µM] | 12% | -16%
Cc1cc2c(c(=O)n1C1CC1)C(c1cccc(Cl)c1)C(C#N)=C(N)O2 (configuration not stated) | 11% | -10% | 1.2% | 7%
Cc1nn(-c2ccccc2)c2c1N(CCCC(=O)NC(C)c1ccccc1)C(=O)CS2 (configuration not stated) | -18% | -8%[10.9 µM] | ? | 0%
CCN(CC)S(=O)(=O)c1ccc2c(c1)N(CC(=O)N1CCN(c3cccc(C)c3C)CC1)C(=O)CO2 | -19% | -16%[10.9 µM] | ? | 5%
Cc1oc(-c2ccc(Cl)cc2)nc1CN1CCCC(C(=O)NCCc2ccc(Cl)cc2)C1 (configuration not stated) | ? | -11%[10.9 µM] | ? | ?
CC(C)CN(CCCNC(=O)c1cc(=O)[nH]c2ccc(S(=O)(=O)N3CCCCCC3)cc12)CC(C)C | -16% | -7%[10.9 µM] | 1.7% | 4%
COc1ccc(Nc2nnc(-c3cc4c(ccc5ccccc54)oc3=O)s2)cc1 | 3% | 1%[10.9 µM] | -4.5% | 3%
CCn1c(=O)c(=O)n(CC)c2cc(N3CCCCC3)c(NC(=O)c3ccccc3OC)cc21 | 5% | -6%[10.9 µM] | ? | 6%
CCOCCCNC(=O)CCC(=O)NNc1nc2ccccc2c2nc(-c3ccccc3)nn12 | -13%&1% | -15%[10.9 µM] | ? | 1%&7%
O=C(NCc1cccnc1)c1ccc2c(=O)n(CCCN3CCCC3=O)c(=S)[nH]c2c1 | 11% | -5% | -0.7% | 2%
CCOCCCNC(=O)c1cc2c(-c3ccc(Cl)cc3)nn(C)c2s1 | -14% | -17% | 3.7% | 0%
COc1ccc(-n2c(=O)c(-c3ccc(F)cc3)nc3cnc(N4CCOCC4)nc32)cc1 | -8% | -2% | 0.6%[11.4 µM] | -5%
CC(Sc1ccc(Cl)cc1)C(=O)Nc1ccc2c(c1)OCO2 (configuration not stated) | 1% | . | . | 9%
CC(=O)c1oc2ccccc2c1N | -6% | 5% | 3.5% | -5%
COc1ccc(OCc2nc3ccccc3n2Cc2ccc(C(C)(C)C)cc2)cc1 | -11% | -19%[10.9 µM] | ? | -3%
CCOC(=O)c1c(NC(=O)CSc2nnc(C)s2)sc2c1CCC(C)C2 (configuration not stated) | 8% | . | . | 0%
CCOc1ccc(NC(=O)c2cc(-c3ccc(C)c(F)c3)on2)c([N+](=O)[O-])c1 | -14% | -10%[10.9 µM] | 2.7% | -3%
O=C(Cn1ncn2cccc2c1=O)N1CCCCC1 | 9% | . | . | -2%
Cc1cc(C)c(-c2c(O)c3cccc4c3n(c2=O)CCC4)c(C)c1 | 24% | . | . | -5%
O=C1C2C3C=CC(C3)C2C(=O)N1c1ccccc1 (configuration not stated) | 2% | 2% | 0.5% | -9%
CC(CO)(CO)Nc1ncnc2ccccc12 | 9%[9.22 µM] | ? | -0.6%[11.4 µM] | 1%[9.22 µM]
CCc1ccc2ncc3c(-c4ccc(F)cc4)nn(CC(=O)NCc4ccccc4)c3c2c1 | -5% | -8%[10.9 µM] | ? | -2%
Cc1nnc(Nc2ccc(C(=O)NCCO)cc2)c2ccccc12 | 10% | -1% | -0.4% | -2%
CCOC(=O)c1cnc2ccc(C)cc2c1NCCc1ccc(OC)c(OC)c1 | -12% | -19%[10.9 µM] | ? | -6%
CCCCC(C(=O)OCC(=O)c1ccc(OC)cc1)N1C(=O)c2ccccc2C1=O (configuration not stated) | -14% | . | . | -6%
Cn1c(CSc2ccccc2)c(C#N)c2ccccc21 | 3% | -24% | -0.1% | 8%
